H1N1 NS1A inhibition = H1N1 influenza NS1A inhibitors, functional cell based assay (AID 504329); NS1A functional cell-based assay, percent inhibition; higher % means a stronger effect; inhibition, % at 12.5 µM; hits with a dose series show IC50 in µM; 340,000 compounds, 0.3% hits; in the data active = a potency from the dose series; inconclusive = inhibition above about 27% without an active follow-up result; note: strong numbers were not always called active
PhoP GFP inhibition = PhoP regulon inhibitors, Salmonella typhi PhoP promoter GFP reporter, confirmatory (AID 1850). Salmonella Typhi PhoP-promoter GFP reporter, fluorescence, 4 h; higher % means a stronger effect. one-dose inhibition, % at 50 µM; IC50 in µM for titrated hits. 310,000 compounds, 0.33% hits; in the data active = a potency from the dose series; inconclusive = inhibition mostly from about 25% at the one dose, without a potency; inactive = the rest, 99 in 100 with inhibition below about 19%;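 note: 0% = induced wells with vehicle and 100% = uninduced wells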
VEEV TC-83 Vero = inhibitors of VEEV TC-83 cytopathic effect, confirmation, Vero cells (AID 588727) | Vero cells, VEEV TC-83 cytopathic effect inhibition; higher % means a stronger effect | inhibition, % at 20 µM, or IC50 in µM where a hit was titrated | 350,000 compounds, 0.13% hits; in the data active = a potency from the dose series; inconclusive = inhibition mostly from about 14% at the one dose, without a potency; inactive = the rest, 99 in 100 with inhibition below about 12%; note: strong numbers were not always called active
H37Rv inhibition = M. tuberculosis growth inhibition, HTS (AID 449762) | M. tuberculosis H37Rv growth inhibition, 7H9 media; higher % means a stronger effect | inhibition, % at 25 µM, or IC50 in µM where a hit was titrated | 330,000 compounds, 0.59% hits; in the data active = a potency from the dose series; inconclusive = inhibition above about 70% without an active follow-up result;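 note: bacterial growth assessed after seven days of incubation; strong numbers were not always called active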
tuberculosis growth = growth inhibition of non-replicating M. tuberculosis (AID 488890). Mycobacterium tuberculosis non-replicating, growth inhibition; higher % means a stronger effect. inhibition, % at 25 µM, or IC50 in µM where a hit was titrated. 320,000 compounds, 0.39% hits; in the data active = a potency from the dose series; inconclusive = inhibition mostly from about 82% at the one dose, without a potency; inactive = the rest, 99 in 100 with inhibition below about 76%;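 note: plate controls were DMSO cells for no effect and high antibiotic wells for full effect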
VEEV TC-83 Vero 10K pilot screen = also measured in VEEV TC-83 Vero; calls as there; inhibition, %; measured here: 10K pilot screen inhibition
* hit, by the source's call; i = inactive; ? = inconclusive; . = no result given.

SMILES	H1N1 NS1A inhibition	PhoP GFP inhibition	VEEV TC-83 Vero	H37Rv inhibition	tuberculosis growth	others
CCOc1ccc(OCC)c(NC(=O)C2CCCN(S(=O)(=O)c3ccc(C)cc3)C2)c1 (stereo not given)	9%	1%	7.8%	-5%	26%
CCn1c2ccccc2c2cc(/C=N/n3c(C)nnc3C)ccc21	2%	5%	4.2%	7%	24%
CCOc1cc(S(=O)(=O)NCc2cccnc2)c(C)cc1C	-6%	9%	3.2%	-5%	-5%
Cc1ccc(-n2c(O)c(C=NCc3ccco3)c(=O)[nH]c2=S)cc1C	2%	-5%	i	5%	6%
COc1ccc2nc(NC(=O)C3CCCO3)sc2c1 (stereo not given)	-2%	-6%	1.0%	-1%	-3%
CCCCOC(=O)Nc1nnc(-c2ccccc2OC)s1	-7%	3%	9.4%	1%	1%
CCC(CC)c1nc(C#N)c(NC(C)c2ccccc2)o1 (stereo not given)	0%	-6%	i	9%	37%
Cc1cccc(C)c1-n1c(C)nn(CCOc2ccccc2)c1=O	-3%	-10%	i	3%	-2%
O=C(CN1C(=O)COc2ccccc21)NCCN1CCCC1	0%	1%	i	-2%	0%
c1ccc(Cc2nnc3sc(-c4ccco4)nn23)cc1	3%	-11%	0.8%	-5%	65%
COc1ccc(C2CC(c3ccc(Br)cc3)=NN2C(=O)CN2CCCC2)cc1 (stereo not given)	7%	18%	0.1%	59%	?
CC(=O)Nc1ccc(S(=O)(=O)NCCC(=O)OCC(=O)NNC(=O)c2ccccc2)cc1	-7%	-1%	1.2%	2%	12%
COc1cccc2c1CCC1=CC(=O)CCC12C (stereo not given)	1%	.	4.0%	.	.
Cc1ccc2c(NC(=O)c3ccc(Br)o3)cccc2n1	5%	3%	1.9%	4%	48%
CC12CCC(=O)N1C(C(=O)NCCc1ccccc1)CS2 (stereo not given)	-11%	-6%	0.4%	6%	-6%
CC(C(=O)N1CCOCC1)(c1ccccc1)c1ccccc1	19%	-12%	1.2%	-7%	4%
O=C(NCc1ccco1)c1cc2cc(Br)ccc2o1	-4%	-3%	8.3%	-3%	73%
Cc1c(NS(=O)(=O)c2cc(C(=O)NCc3cccnc3)ccc2Cl)c(=O)n(-c2ccccc2)n1C	-3%	.	0.1%	-2%	-11%
CCN(Cc1ccccc1)S(=O)(=O)c1c(N)n(C)c(=O)n(C)c1=O	-4%	2%	1.9%	-9%	0%
CCCNC(=O)N1[C@H]2CC[C@@H]1C(C(=O)OC)=C(c1cccc(C#N)c1)C2	8%	.	0.9%	-2%	-15%
O=C(COC(=O)c1cccs1)NCc1ccco1	-20%	3%	1.3%	-1%	-2%
CCN(CC(=O)NCc1ccc(Cl)cc1)C(=O)CSc1cccc(C(F)(F)F)c1	3%	6%	3.2%	12%	48%
COC(=O)C1CN(S(=O)(=O)c2cc(OC)ccc2OC)CCS1 (stereo not given)	-5%	3%	1.5%	-6%	-4%
Cc1ccccc1C(=O)Nc1nnc(-c2ccc(C(C)(C)C)cc2)s1	-6%	14%	1.6%	3%	23%

Overlap with the part before: 5 compounds, then new ones.
SMILES	H1N1 NS1A inhibition	PhoP GFP inhibition	VEEV TC-83 Vero	H37Rv inhibition	tuberculosis growth	others
CCCNC(=O)N1[C@H]2CC[C@@H]1C(C(=O)OC)=C(c1cccc(C#N)c1)C2	8%	.	0.9%	-2%	-15%
O=C(COC(=O)c1cccs1)NCc1ccco1	-20%	3%	1.3%	-1%	-2%
CCN(CC(=O)NCc1ccc(Cl)cc1)C(=O)CSc1cccc(C(F)(F)F)c1	3%	6%	3.2%	12%	48%
COC(=O)C1CN(S(=O)(=O)c2cc(OC)ccc2OC)CCS1 (stereo not given)	-5%	3%	1.5%	-6%	-4%
Cc1ccccc1C(=O)Nc1nnc(-c2ccc(C(C)(C)C)cc2)s1	-6%	14%	1.6%	3%	23%
Cc1nc2ccccc2n1/N=C/c1ccc([N+](=O)[O-])s1	6%	-10%	3.2%	?	0.32µM*
CCOC(=O)c1nnn(-c2nonc2-n2cccc2)c1C	-5%	-4%	0.6%	0%	-9%
COc1cccc(C2CC(=O)Nc3cc(OC)c(OC)c(OC)c32)c1OC (stereo not given)	-3%	-4%	6.4%	-2%	9%
CC(=O)Oc1ccc(N2C(=O)C3C4C=CC(C5CC45)C3C2=O)cc1[N+](=O)[O-] (stereo not given)	7%	-10%	i	-5%	6%
CCN(CC(=O)Nc1ccc2c(c1)OCCO2)C(=O)c1cccc(S(=O)(=O)N2CCOCC2)c1	-1%	-3%	3.2%	-7%	-3%
O=C(CSc1nccc2ccccc12)N1CCN(c2ccccn2)CC1	10%	-7%	9.1%	-11%	12%
CC1CC(c2ccccc2)n2nc(NC(=O)c3cccs3)nc2N1 (stereo not given)	-20%	-2%	1.0%	0%	12%
COc1ccc(-c2[nH]ncc2/C=N\NC(=O)c2cccs2)cc1OC	-2%	-4%	9.6%	-10%	3%
O=C(NCc1ccccc1)/C(=C/c1ccc([N+](=O)[O-])cc1)NC(=O)c1ccco1	5%	-45%	0.3%	6%	-8%
CC(NC(=O)c1ccccc1N)c1ccccc1 (stereo not given)	-11%	-23%	0.3%	-2%	-12%
CC(=O)N1CCN=C1SCc1ccccc1Cl	0%	-12%	1.5%	-1%	.
CC(=O)Nc1ccc2[nH]c(C)c(CC=C(Cl)Cl)c(=O)c2c1	7%	-1%	5.0%	4%	-5%
Cc1ccccc1-c1noc(CCC(=O)NCc2ccco2)n1	2%	8%	1.6%	5%	42%
Cc1cc(Nc2ccc3c(c2)OCCO3)c2cccc(C)c2n1	-6%	-9%	1.2%	6%	30%
Cc1ccc(NC(=O)Cc2noc3ccccc23)nc1	3%	-8%	1.5%	-5%	8%
O=[N+]([O-])c1ccc(S(=O)(=O)NN=Cc2ccc(Cl)c(Cl)c2)cc1	-10%	.	i	.	.
Cc1cccc(N2C(=O)C(Oc3ccc(Cl)cc3Cl)C2C(=O)O)c1C (stereo not given)	-8%	-9%	1.6%	5%	-6%
Clc1ccc(C=NC23CN4CN(CN(C4)C2)C3)cc1	-27%	6%	i	-7%	-26%
CCOCCCNC(=S)N1C2CCC1CC(NC(=O)NC1CCCCC1)C2 (stereo not given)	1%	2%	0.6%	-10%	-12%
COc1ccc([C@@H]2C[C@@H](c3ccccc3)Oc3cc(OC)c(OC)c(OC)c32)cc1	-2%	.	0.8%	.	.
COc1ccc(C(CCN2CCCC(C)C2)c2c(OC)cc(OC)c3c2OC(=O)CC3c2cc(OC)c(OC)c(OC)c2)cc1 (stereo not given)	-7%	1%	i	-4%	16%
COc1ccc(OCCn2c(NC(=O)c3ccco3)nc3ccccc32)cc1	11%	-7%	1.1%	16%	?	VEEV TC-83 Vero 10K pilot screen=1.8
CC(=O)c1ccccc1NC(=O)c1ccc2c(c1)NC(=O)C(C)S2 (stereo not given)	-1%	2%	7.8%	-2%	27%
CCn1cnc2c1c(=O)n(Cc1cccc([N+](=O)[O-])c1)c(=O)n2Cc1ccccc1	-1%	1%	7.3%	1%	7%

Molecules shown so far with an NH in an aromatic ring, in the order listed:
SMILES	H1N1 NS1A inhibition	PhoP GFP inhibition	VEEV TC-83 Vero	H37Rv inhibition	tuberculosis growth	others
Cc1ccc(-n2c(O)c(C=NCc3ccco3)c(=O)[nH]c2=S)cc1C	2%	-5%	i	5%	6%
COc1ccc(-c2[nH]ncc2/C=N\NC(=O)c2cccs2)cc1OC	-2%	-4%	9.6%	-10%	3%
CC(=O)Nc1ccc2[nH]c(C)c(CC=C(Cl)Cl)c(=O)c2c1	7%	-1%	5.0%	4%	-5%

Next part:
SMILES	H1N1 NS1A inhibition	PhoP GFP inhibition	VEEV TC-83 Vero	H37Rv inhibition	tuberculosis growth	others
Clc1ccc(CSc2nnc(/C=C/c3ccccc3)o2)cc1	-12%	-9%	1.0%	8%	28%
CCCCN(C(=O)NC(=O)Nc1ccccc1OC)S(C)(=O)=O	-5%	5%	0.2%	5%	-2%
Cc1ccc(S(=O)(=O)N2CCN(S(=O)(=O)N3CCCCC3)CC2)cc1	1%	1%	2.9%	-2%	-6%
COCCN1C(=O)C(=O)/C(=C(/O)c2ccc(S(=O)(=O)N3CCOCC3)cc2)C1c1cccc(O)c1 (stereo not given)	-6%	-6%	0.4%	-14%	-19%
CCN1CCN(C(=O)CN2C(=O)c3cccc4cccc2c34)CC1	-1%	2%	0.9%	-7%	1%
C/C(=N\NC(=O)Cc1c(C)[nH][nH]c1=O)c1ccc(Cl)c(Cl)c1	-11%	7%	0.2%	-9%	13%
CCn1cc(C(=O)NCCC(C)C)c(=O)c2cc(F)c(N3CCN(C(=O)c4ccco4)CC3)cc21	-1%	-16%	9.2%	50%	16%
CC/C(C)=C1\SC(N2CCOCC2)=NC1=O	-3%	5%	0.4%	-3%	-10%
Cc1ccc(NS(=O)(=O)c2ccc(Cl)s2)cc1S(=O)(=O)N(C)C	3%	-1%	0.8%	-5%	0%
COc1ccc(NC(=S)Nc2cccc3cnccc23)cc1	0%	-10%	3.9%	-1%	59%
CCNC(=O)COc1ccc(Br)cc1Cl	2%	12%	0.6%	4%	10%
Cc1ccc(NC(=O)CC2CCCC2)c(Br)c1	4%	10%	1.4%	2%	10%
COc1ccc(CN2C(=O)CSC2c2ccncc2)cc1 (stereo not given)	1%	6%	i	-9%	5%
Cc1ccc(-n2c(=S)sc3c(=O)n(-c4ccccc4C)c(SCC(=O)O)nc32)cc1C	-5%	3%	0.8%	6%	0%
CC(Oc1ccccc1Cl)C(=O)Nc1ccc(S(=O)(=O)N2CCOCC2)cc1 (stereo not given)	-8%	.	0.4%	.	.
CCOc1ccc(S(=O)(=O)NCc2ccccn2)cc1	7%	-2%	0.7%	-2%	8%
CCOc1ccc(C(=O)NCC(=O)N2CCN(Cc3ccccc3)CC2)cc1	-10%	.	0.9%	0%	10%
COCCn1c(SCC(=O)Nc2cc(C)cc(C)c2)nnc1C(C)C	8%	15%	4.0%	4%	55%
O=C(N/C=C\c1ccccc1)NCc1ccc(Cl)cc1	-4%	3%	0.9%	5%	17%
CCc1nc(SCC(=O)N2CC(=O)Nc3ccccc32)c2c(C)c(C)sc2n1	11%	-13%	2.6%	19%	3%
COc1ccc(CN2C(=O)C(CC(C)C)Nc3ncnc(N4CCCCC4)c32)cc1 (stereo not given)	0%	-26%	i	-3%	36%
Cc1noc(NS(=O)(=O)c2ccc(NC(=O)CSc3nc4c(cc3C#N)CCC4)cc2)c1C	1%	-9%	1.1%	0%	.
Fc1ccccc1NC(=S)N1CCN(Cc2ccccc2)CC1	-4%	3%	1.4%	-5%	7%
COc1ccc(NC(=O)CSc2nc3nc(C)cc(C)c3c(=O)[nH]2)cc1	3%	-17%	1.2%	4%	17%
COc1ccc(-c2cc(C(=O)NCCN3CCOCC3)no2)cc1OC	-7%	3%	1.8%	-9%	-10%
Cc1cc(C)n(/C(=C\N(C)C)C(=O)c2ccc(Cl)cc2)n1	1%	5%	i	2%	0%
Cc1nn(-c2cc(N(S(C)(=O)=O)S(C)(=O)=O)c(Cl)cc2Cl)c(=O)n1C	-3%	2%	1.1%	-6%	-10%
CC1=C(C(=O)Nc2ccc(CC(=O)NCc3ccc(OC(C)C)cc3)cc2)SCCO1	-9%	14%	9.2%	1%	0%
CCc1ccccc1NC(=O)CN(C1CCCCC1)S(C)(=O)=O	-4%	-3%	0.5%	-3%	-2%
CCOC(=O)c1c(CNCCN(CC)CC)n(C)c2cc(Br)c(OC)cc12	-24%	3%	3.3%	-4%	58%
COc1ccc(CCN2CC(O)=C(c3nc(C)cs3)C2=N)cc1OC	-6%	-7%	0.2%	7%	4%	VEEV TC-83 Vero 10K pilot screen=1.5
C/C(=N\NC(=O)c1ccccc1O)c1c(O)n(C2CCCCC2)c(=O)[nH]c1=O	-5%	2%	1.3%	7%	21%
COc1ccc(N(C(=O)CS(=O)CC(=O)Nc2ccc(F)cc2)C(C(=O)NC2CCCCC2)c2cccs2)cc1 (stereo not given)	-10%	-5%	0.9%	2%	8%
CCOC(=O)C1=C(NC(=S)NC(=O)c2ccccc2)c2ccccc2CC1(C)C	1%	-14%	23%	6%	45%
COc1ccc(-c2noc(-c3cc4ccccc4oc3=O)n2)cc1	.	-12%	.	?	5.1µM*
CCCCN(C(=O)c1ccc(-c2ccc([N+](=O)[O-])cc2)o1)c1c(N)n(CCCC)c(=O)[nH]c1=O	-4%	-5%	1.6%	-4%	6%
Cn1c(Cc2ccccc2)nnc1SCC(=O)c1cccs1	-1%	-4%	i	1%	20%
c1ccc(CCNCCCOc2cccc3ccccc23)cc1	2%	14%	i	40%	?
Cc1c(C(=O)N2CCC(C)CC2)cccc1[N+](=O)[O-]	-3%	9%	i	0%	11%

Compound activity from PubChem.
